Pf apPOL block: Pf-apPOL inhibitors, biochemical, fluorescence | Recombinant Pf-apPOL, molecular beacon fluorescence, 1.5 h | inhibition, % at 10 µM | AID 1794808, 2022 | actives 0.25% (n = 210,000) | Plasmodium falciparum apicoplast DNA polymerase (apPOL)
mHTT-CaM PPI inh: mutant huntingtin-calmodulin interaction inhibitors – biochemical, AlphaScreen, primary screen | P42858 | AlphaScreen His-mHTT/GST-CaM binding, luminescence | inhibition, % at 15 µM | actives 3.6% (n = 190,000) | AID 1671202, 2021;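 further: 0% = both proteins with DMSO and 100% = one protein alone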
Starred values were filed as active, the others as inactive; · = no result given; & = joins results of further samples. No stated cut-off is given here; in the data, active means inhibition above about 50%; inactive means the rest. An excerpt. The share of hits here may be higher or lower than overall.

SMILES	Pf apPOL block	mHTT-CaM PPI inh
COc1ccc(NC(=O)c2c(NC(=O)CNCCO)sc3c2CCC3)cc1	-0.6	61.5*
O=C(Nc1ccc(S(=O)(=O)Nc2ccc(I)cc2)cc1)c1ccco1	-1.0	1.9
CCN(CC)c1ncnc2sc(C(=O)Nc3cc(Cl)c(OC)cc3OC)c(C)c12	-8.2	0.0
Clc1cccc2sc(NCCN3CCOCC3)nc12	-1.6	-16.0
O=C(NCC1CCCO1)c1ccc(-c2ccc(N3CCCCC3)nc2)cc1 (stereo not given)	-3.5	1.6
O=C(NCCN1CCOCC1)c1cnn2c(C(F)(F)F)cc(-c3ccco3)nc12	-3.2	1.0
Cc1cc(Cl)ccc1OCC(=O)N1CCCC1	-6.8	-0.6
NC(=S)CCn1cccc(C(F)(F)F)c1=O	-12.6	·
COC(=O)c1ccc(Oc2coc3cc(OCC(=O)c4ccccc4)ccc3c2=O)cc1	-1.9	2.4
O=C(c1cc2c(=O)n(Cc3ccccc3)ccc2s1)N1CCCC1	2.0	10.5
CN(C)C(=O)c1cc2c(s1)CCC(C(=O)N1CCN(c3ccccn3)CC1)C2 (stereo not given)	-0.2	-2.4
CC1CC(C)CN(S(=O)(=O)N2CCC(C(=O)NCCC3=CCCCC3)CC2)C1 (stereo not given)	-12.0	-5.0
CCCc1cc(C2CCCN2C(=O)Nc2cccc(C)c2)no1 (stereo not given)	-6.6	-1.5
N#Cc1ccc(C(=O)N2CCCC(c3cc(-c4ccccc4)n[nH]3)C2)cc1 (stereo not given)	-2.5	8.1
O=C1C(=O)N(CCCn2ccnc2)C(c2cccnc2)C1=C(O)c1ccc(Cl)cc1 (stereo not given)	-1.6	3.5
O=C(O)CC(C(=O)Nc1ccccc1I)C1CCCO1 (stereo not given)	-9.2	-5.0
O=C1CCCc2[nH]c(=O)ccc21	1.4	-6.1
COc1ccc(C2=NOC(C(=O)N3CCN(C(=O)c4ccco4)CC3)C2)cc1OC (stereo not given)	-2.8	-8.6
Cc1cccc2nnc(N3CCCC(C(=O)NCc4ccccc4)C3)n12 (stereo not given)	2.1	0.3
COC(OC)C12c3ccccc3C(c3ccccc31)C1C(=O)N(c3ccc(C)cc3)C(=O)C12 (stereo not given)	2.2	6.0
CCOc1ccc2c(=O)c(Oc3ccccc3Cl)coc2c1	-7.0&1.1	-3.0&2.4
COc1ccc(Cl)cc1N1C(=O)C2CCCN2C1c1ccc(C)cc1 (stereo not given)	-0.8	6.1
CC(C)(C)CC(=O)Nc1nc2ccc(S(C)(=O)=O)cc2s1	-4.9	1.0
O=C(c1cc(F)ccc1F)N1CCc2nc(-c3ccc(Cl)cc3)ncc2C1	-1.9	-7.2
Cc1cc(C)cc(NC(=O)Cn2c(C(F)(F)F)nc3ccccc32)c1	-0.7	17.0
SMILES	Pf apPOL block	mHTT-CaM PPI inh
Cc1cccc(C(=O)Nc2ccc3c(c2)OCO3)c1	-9.2	4.0
COc1ccc(CNC(=O)C2CCCN(c3nccc4sccc34)C2)cc1OC (stereo not given)	1.5	26.9
O=C(Nc1c2c(nn1-c1ccc([N+](=O)[O-])cc1)CS(=O)(=O)C2)c1cccs1	-1.9	5.0
CC(=O)Nc1cccc(N=Cc2cc(Cc3ccccc3)ccc2O)c1	0.8	95.0*
O=C(NCc1cccc(F)c1)C1CCN(c2nnc(-c3ccccc3)o2)CC1	-8.6	29.5
COc1ccc(C2C(C#N)=C(N)Oc3c2oc(CO)cc3=O)c(OC)c1OC (stereo not given)	-6.5	-1.0
CC(=O)C1=C(O)C(=O)N(Cc2ccccc2)C1c1cccc([N+](=O)[O-])c1 (stereo not given)	11.8	-4.3
CCN1C(=O)Cc2c(C)nc(-c3ccc(F)cc3)nc21	2.8	-3.7
O=C1OC(c2ccccc2)=C/C1=C\N1CCCCC1	0.8	20.0
COc1cc(NC(=O)c2cccc([N+](=O)[O-])c2C)ccc1NC(=O)c1ccco1	-3.6	2.1
CC1Cc2nc(SCC(=O)Nc3ccc(OC(F)(F)F)cc3)n(C)c(=O)c2S1 (stereo not given)	-8.2	-1.0
Cc1oc2c(cc(O)c3ccccc32)c1C(=O)O	-5.7	1.4
COc1ccc(C(=O)Nc2c3c(nn2-c2ccc([N+](=O)[O-])cc2)CSC3)cc1	10.7	32.0
CC(C)N(C)C(=O)c1ccccc1N1CCC(NC(=O)c2cccc(Cl)c2)CC1	-1.4	10.9
CC(=O)Nc1ccc(C2(c3ccc(NC(C)=O)cc3)NC(=O)c3ccccc32)cc1	-6.4	6.4
O=C(CSc1nn2c(SCC(=O)Nc3nccs3)nnc2s1)Nc1nccs1	-3.2	3.0
Cc1cccc(C(=O)N(C)c2ccccc2)c1	-0.5	-4.9
N=c1c(C(N)=O)cc2c(=O)n3ccccc3nc2n1CCCN1CCOCC1	-14.0	-2.0
NS(=O)(=O)c1ccc(CN=Cc2ccc3c(c2)OCO3)cc1	-1.3	0.0
O=C(c1cccs1)N1CCC(N2CCCCCC2)CC1	-7.5	-0.3
COCCCNC(=O)C1CCN(c2cnn(Cc3ccccc3)c(=O)c2)CC1	-0.7	-2.4
CNC(=O)Cc1csc(-c2ccccc2C)n1	-2.5	33.0
CCOc1ccc(NC(=O)c2c(NCc3ccccn3)sc3c2CCC3)cc1	-15.0	59.0*
Cc1ccc2nsnc2c1NC(=O)c1ccccc1I	6.2	0.3
Cc1ccc(C(=O)N2CCC(c3nc(C(=O)N(C)C)c(C)o3)CC2)cc1F	-1.2	-4.9

An excerpt from further up, as a working copy:
SMILES	Pf apPOL block	mHTT-CaM PPI inh
O=C(Nc1c2c(nn1-c1ccc([N+](=O)[O-])cc1)CS(=O)(=O)C2)c1cccs1	-1.9	5.0
CC(=O)Nc1cccc(N=Cc2cc(Cc3ccccc3)ccc2O)c1	0.8	95.0*
O=C(NCc1cccc(F)c1)C1CCN(c2nnc(-c3ccccc3)o2)CC1	-8.6	29.5
COc1ccc(C2C(C#N)=C(N)Oc3c2oc(CO)cc3=O)c(OC)c1OC (stereo not given)	-6.5	-1.0
CC(=O)C1=C(O)C(=O)N(Cc2ccccc2)C1c1cccc([N+](=O)[O-])c1 (stereo not given)	11.8	-4.3
CCN1C(=O)Cc2c(C)nc(-c3ccc(F)cc3)nc21	2.8	-3.7
O=C1OC(c2ccccc2)=C/C1=C\N1CCCCC1	0.8	20.0
COc1cc(NC(=O)c2cccc([N+](=O)[O-])c2C)ccc1NC(=O)c1ccco1	-3.6	2.1
CC1Cc2nc(SCC(=O)Nc3ccc(OC(F)(F)F)cc3)n(C)c(=O)c2S1 (stereo not given)	-8.2	-1.0
Cc1oc2c(cc(O)c3ccccc32)c1C(=O)O	-5.7	1.4
COc1ccc(C(=O)Nc2c3c(nn2-c2ccc([N+](=O)[O-])cc2)CSC3)cc1	10.7	32.0
CC(C)N(C)C(=O)c1ccccc1N1CCC(NC(=O)c2cccc(Cl)c2)CC1	-1.4	10.9
CC(=O)Nc1ccc(C2(c3ccc(NC(C)=O)cc3)NC(=O)c3ccccc32)cc1	-6.4	6.4
O=C(CSc1nn2c(SCC(=O)Nc3nccs3)nnc2s1)Nc1nccs1	-3.2	3.0
Cc1cccc(C(=O)N(C)c2ccccc2)c1	-0.5	-4.9
N=c1c(C(N)=O)cc2c(=O)n3ccccc3nc2n1CCCN1CCOCC1	-14.0	-2.0
NS(=O)(=O)c1ccc(CN=Cc2ccc3c(c2)OCO3)cc1	-1.3	0.0
O=C(c1cccs1)N1CCC(N2CCCCCC2)CC1	-7.5	-0.3
COCCCNC(=O)C1CCN(c2cnn(Cc3ccccc3)c(=O)c2)CC1	-0.7	-2.4
CNC(=O)Cc1csc(-c2ccccc2C)n1	-2.5	33.0
CCOc1ccc(NC(=O)c2c(NCc3ccccn3)sc3c2CCC3)cc1	-15.0	59.0*
Cc1ccc2nsnc2c1NC(=O)c1ccccc1I	6.2	0.3
Cc1ccc(C(=O)N2CCC(c3nc(C(=O)N(C)C)c(C)o3)CC2)cc1F	-1.2	-4.9

Following part.
SMILES	Pf apPOL block	mHTT-CaM PPI inh
CCOc1ccc(N2CC(c3nnc(NC(=O)c4cccc(C)c4)o3)CC2=O)cc1 (stereo not given)	1.3	4.0
Cc1ccc(-n2c(SCc3cccc(F)c3)nc3c(c2=O)SCC3)cc1	-5.4	-3.0
CCC(=O)c1ccc(N2CCN(C(=O)c3cc([N+](=O)[O-])ccc3N3CCCC3)CC2)c(F)c1	-7.1	7.2
CCOc1ccc2nc(SCC(=O)Nc3ccc(NC(C)=O)cc3)sc2c1	-8.0	4.7
O=C(NCc1cccc(F)c1)N1CCC(Nc2cccnc2)C1 (stereo not given)	-1.9	7.4
COc1cc(C(=O)N2CCC(CC(=O)NCCCN3CCCC3)CC2)cc(OC)c1OC	-4.2	2.3
Cn1nc(C(=O)NCc2ccccc2)c2c1CCN(C(=O)c1c(F)cccc1F)C2	3.9	1.7
O=C(Nc1oc2ccccc2c(=O)c1-c1ccc2c(c1)OCO2)C1CCCCC1	-5.0	-0.1
COc1ccccc1NC(=O)c1c(OC)cccc1OC	-13.7	-3.6
CC(C)n1cnnc1C1CCN(Cc2cn[nH]c2-c2cccs2)CC1	-1.6	-2.3
Cc1ccc(CNC(=O)CCc2ccc3[nH]ccc3c2)cc1	-4.1	8.9
CCc1noc(COC2CCCN(C(=O)Cn3ccnc3)C2)n1 (stereo not given)	-3.7	-6.7
Clc1cccc(Cl)c1CSc1nc2ccccc2n2cccc12	8.6&2.1	·
CCc1ccc(N2NC(=O)CC2=O)cc1	1.7	12.8
Cn1c(Sc2ccc([N+](=O)[O-])c3cccnc23)nnc1-c1ccccc1	-3.6	14.8
Cc1ccc(C)c(C(=O)N2CCc3c(c(-c4nc(C)no4)nn3C)C2)c1	0.4	0.2
CC1CCCCN1CC(O)COC1CC2CCC1(C)C2(C)C (stereo not given)	2.3	-0.7
Cc1c(-c2ccc(Cl)cc2)nc2ccccc2c1C(=O)N1CCCC1	3.3	15.1
CCOC(=O)CCC(=O)N1CCN(C(=O)C2CC2c2cccs2)CC1 (stereo not given)	-4.4	-11.7
Cc1cc2c(c(=O)o1)C(c1cccc(Cl)c1Cl)C(C#N)=C(N)O2 (stereo not given)	-4.5	1.0
Cc1cc(C)cc(NC(=O)N2CC(c3nc(C)no3)C3(CCOCC3)C2)c1 (stereo not given)	1.6	10.4
Cc1ccc(C)c(Cn2nc(-c3nc(C)no3)ccc2=O)c1	-1.9	-4.4
Cc1cccc(NC(=O)N2CCc3nc(-c4ccccc4)[nH]c(=O)c3C2)c1C	4.5	-8.7
O=C1c2ccccc2C(=O)N1CNc1ccc(Oc2ccc(Cl)cc2)cc1	-6.4&-0.6&15.2	15.0
COCCN1COc2ccc3c(=O)c(Oc4cccc(OC)c4)c(C)oc3c2C1	-1.6	-3.1

One compound at a time (already shown).
O=C1c2ccccc2C(=O)N1CNc1ccc(Oc2ccc(Cl)cc2)cc1 across the screens: Pf apPOL block: -6.4&-0.6&15.2; mHTT-CaM PPI inh: 15.0
Cc1ccc(C)c(Cn2nc(-c3nc(C)no3)ccc2=O)c1 across the screens: Pf apPOL block: -1.9; mHTT-CaM PPI inh: -4.4

(listing goes on)
SMILES	Pf apPOL block	mHTT-CaM PPI inh
CC(C)(C)c1ccc(NC(=O)c2ccco2)c(NC(=O)C(Cl)Cl)c1	-1.3	·
CCc1cc(C(=O)Nc2cc(C)ccc2F)nc2ccnn12	5.4	-15.7
COc1ccc(CCC(=O)NCC23CCCC2N(C)C(=O)CC3)cc1 (stereo not given)	-2.2	-13.5
COc1cccc2c1NC(c1ccccc1[N+](=O)[O-])C1CC=CC21 (stereo not given)	-1.1	73.0*
CCC(=O)OCCC(=O)N1C=Cc2ccccc2C1C#N (stereo not given)	-3.6	·
COc1ccccc1NC(=O)C1CCCN(c2ncnc3c2nc2n3CCCCC2)C1 (stereo not given)	1.6	5.8
COc1cccc(-c2nc(C3CCN(S(=O)(=O)c4ccccc4F)CC3)no2)c1	-7.5	-3.3
CS(=O)(=O)Oc1ccc2c(=O)c(Oc3ccccc3Br)coc2c1	-0.9	-5.2
COc1ccc(Cc2nnc(NC3CCCC3)[nH]c2=O)cc1	-14.4	-0.9
CC1(C(=O)NCc2ccccc2)CCC(=O)N1CCCc1ccccc1 (stereo not given)	-1.5	9.4
COc1ccccc1N1CCN(C2CCC(C)CC2)CC1 (stereo not given)	-5.7	-3.4
O=C(c1ccc([N+](=O)[O-])cc1)N1[C@H](COCc2ccccc2)C=CS1(=O)=O	6.1	14.7
Cn1nc(-c2nc(-c3ccc(F)cc3)no2)c2c1CCN(C(=O)c1cccs1)C2	-5.2	-5.6
C=CCOc1ccc(/C=C2\SC(=O)N(CN3CCCCC3)C2=O)cc1OC	13.9	2.0
COc1ccc(-n2nc(C(=O)Nc3ccc(C(C)C)cc3)c3ccccc3c2=O)c(OC)c1	-9.4	17.0
O=C(Nc1ccc(F)c(F)c1)C1CCN(c2ccncc2)CC1	0.0	-10.3
Cc1cccc(-c2noc(C3CCN(CC(=O)Nc4ccc(C#N)cc4)CC3)n2)c1	-1.3	-4.6
COCCCN1COc2ccc3c(=O)c(-c4ccccc4)c(C)oc3c2C1	-4.8	-1.6
O=C1CSC(c2cn(-c3ccccc3)nc2-c2cc3ccccc3oc2=O)N1Cc1ccco1 (stereo not given)	2.2	31.0
Cc1nc2ccccc2n1Cc1ccccc1	3.0	-8.7
COc1ccc(CN(C(=O)c2oc3ccccc3c2C)C2CCS(=O)(=O)C2)cc1OC (stereo not given)	-7.1	-2.8
CCN(CC)c1ncc2c(n1)CCC(C(=O)N1CCN(c3ccccc3)CC1)C2 (stereo not given)	-12.1	5.4
O=C(NCCSc1c[nH]c2ccccc12)c1ccc(Cl)c([N+](=O)[O-])c1	1.2	37.0
